HADH2 inhib = qHTS Assay for Inhibitors of HADH2 (Hydroxyacyl-Coenzyme A Dehydrogenase, Type II) | hit rate 3.4% among 73,000 | recombinant HADH2, NADH fluorescence, beta-hydroxybutyryl-CoA | Potency, µM (series often up to 57.1 µM), for the others: top-dose activity change, negative = inhibition, most hits filed as inhibitors; note: potency is the fitted concentration of half-maximal effect; % is set by controls: 0 for no effect and ±100 for the full control effect; nearly all actives have a fitted effect of over 60% in size; many of its hits are not listed in these tables
Target sequence (Q99714 whole entry, looked up, one chain of several): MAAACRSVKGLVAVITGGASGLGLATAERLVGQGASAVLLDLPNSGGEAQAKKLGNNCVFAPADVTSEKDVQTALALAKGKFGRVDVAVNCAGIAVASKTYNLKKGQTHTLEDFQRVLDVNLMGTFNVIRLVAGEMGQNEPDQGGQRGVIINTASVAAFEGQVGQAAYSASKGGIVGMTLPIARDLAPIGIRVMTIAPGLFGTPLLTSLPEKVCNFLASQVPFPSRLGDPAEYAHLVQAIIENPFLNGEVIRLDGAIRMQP
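Read-out: 360 nm excitation, 450 nm emission, kinetic over 4 min. Conditions: His-tagged human HADH2 20 nM, pH 9.0 Tris with Tween-20, 1 mM NAD+, 90 uM beta-hydroxybutyryl-CoA.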
4-MU autofl = qHTS Assay for Spectroscopic Profiling in 4-MU Spectral Region. hit rate 11% among 59,000. compound autofluorescence, 340/450 nm, 4-MU equivalents; active compounds read high. max dye-equivalent concentration, M; in the data active = max dye-equivalent concentration above about 10 nM; inconclusive = mostly about 1.1 nM to 9.6 nM
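Compounds in 100 mM Tris, pH 8.0, sat 15 min at room temperature before fluorescence was read at 340 nm excitation/450 nm emission; a per-plate six-point 4-MU standard curve converted signals to dye-equivalent concentration at each compound concentration.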
Rhodamine autofl = qHTS Assay for Spectroscopic Profiling in Rhodamine Spectral Region | Rhodamine-region fluorescence, 547/598 nm, Tris buffer; active compounds read high | max dye-equivalent concentration, M | hit rate 0.05% among 59,000; in the data active = max dye-equivalent concentration above about 11 nM; inconclusive = between about 1.1 nM and that limit
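Intensities are converted to rhodamine-equivalent concentration using a six-point rhodamine standard on each plate. Compounds sit 15 min at room temperature in 100 mM Tris buffer, pH 8.0; read uses the 547/598 nm excitation/emission pair.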
HBB splice mod = qHTS Assay for Modulators of Hemoglobin Beta Chain Splicing; HBB splicing reporter cell assay, activation; EGFP reporter with mutant IVS2-654 intron; response scale: normalised to 500 nM splice-correcting PNA; Potency, µM (titrated, usually from 46.1 µM), inactives show at the top dose activation, actives largely listed as activators; hit rate 0.06% among 65,000; note: potency is the fitted concentration of half-maximal effect; 0% is about no effect
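Compounds were applied for 2 days to HeLa EGFP-654 cells, 500/well in Optimem with 2% FCS. The reporter's EGFP is disrupted by mis-splicing of beta-globin intron IVS2-654. Readout: summed well GFP fluorescence from 488 nm laser scanning; reference was 500 nM antisense […] 654 PNA.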
UbGFP stabilizer = Ubiquitin-GFP Assay; AID 526, 2006; Potency, µM (highest dose often 45.9 µM), without a hit: top-dose activation (GFP accumulation), hits mostly activators; 67,000 tested, under 10 active; Ubiquitin-GFP reporter cells, proteasome inhibition, GFP fluorescence; response scale: untreated = 0%, 10 µM MG-132 = 100%; active = well fitted activation curve with a large enough effect, not every such curve was filed as active; inconclusive = small, poorly fitted or top-dose-only effect, or another doubt; inactive = no such curve, though single readings can be large or run the other way; note: potency is the fitted concentration of half-maximal effect
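Reporter cells (U2OS, ubiquitin-G76V-GFP fusion) are plated overnight, then treated 4 hr at 37 °C with compound titrations from 46 uM down to 2.9 nM. Activity is scaled against untreated cells and 10 uM MG-132.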
Hsp90 Hop PPI = qHTS Assay for Disrupters of an Hsp90 Co-Chaperone Interaction; hit rate 0.44% among 71,000; Potency, µM (top dose mostly 57 µM), for the others: top-dose activity change, negative = inhibition; Hsp90 C-terminal peptide / TPR2A (Hop) interaction, human; AlphaScreen TPR2A-His6 binding biotin-Hsp90 C-terminal peptide; active = well fitted curve in either direction with a large enough effect; inconclusive = small, poorly fitted or top-dose-only effect, or another doubt; note: potency is the fitted concentration of half-maximal effect; % is set by controls: 0 for no effect and ±100 for the full control effect; many of its hits are not listed in these tables
Fluorescein fluor = qHTS Assay for Spectroscopic Profiling in Fluorescein Spectral Region; Compound autofluorescence, 480/540 nm, fluorescein-equivalent; active compounds read high; max fluorescein-equivalent concentration, M; hit rate 0.91% among 59,000; AID 593, 2007; in the data active = max fluorescein-equivalent concentration above about 10 nM; inconclusive = between about 1.1 nM and that limit
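In this qHTS profile, compound fluorescence was measured with a 480 nm/540 nm filter pair following a 15-min room-temperature incubation in 100 mM Tris (pH 8.0). A six-point fluorescein series on each plate served for normalization.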
ALOX15 inhib = qHTS Assay for Inhibitors of 15-hLO (15-human lipoxygenase). Polyunsaturated fatty acid lipoxygenase ALOX15 (Homo sapiens), P16050. purified 15hLO-1, xylenol orange hydroperoxide absorbance. Potency, µM (top dose mostly 57.1 µM), for inactives: top-dose activity change, negative = inhibition, actives largely listed as inhibitors. hit rate 1.4% among 74,000. AID 887, 2007; note: potency is the fitted concentration of half-maximal effect; % is set by controls: 0 for no effect and ±100 for the full control effect; nearly all actives have a fitted effect of over 55% in size
Target sequence (P16050 whole entry, looked up): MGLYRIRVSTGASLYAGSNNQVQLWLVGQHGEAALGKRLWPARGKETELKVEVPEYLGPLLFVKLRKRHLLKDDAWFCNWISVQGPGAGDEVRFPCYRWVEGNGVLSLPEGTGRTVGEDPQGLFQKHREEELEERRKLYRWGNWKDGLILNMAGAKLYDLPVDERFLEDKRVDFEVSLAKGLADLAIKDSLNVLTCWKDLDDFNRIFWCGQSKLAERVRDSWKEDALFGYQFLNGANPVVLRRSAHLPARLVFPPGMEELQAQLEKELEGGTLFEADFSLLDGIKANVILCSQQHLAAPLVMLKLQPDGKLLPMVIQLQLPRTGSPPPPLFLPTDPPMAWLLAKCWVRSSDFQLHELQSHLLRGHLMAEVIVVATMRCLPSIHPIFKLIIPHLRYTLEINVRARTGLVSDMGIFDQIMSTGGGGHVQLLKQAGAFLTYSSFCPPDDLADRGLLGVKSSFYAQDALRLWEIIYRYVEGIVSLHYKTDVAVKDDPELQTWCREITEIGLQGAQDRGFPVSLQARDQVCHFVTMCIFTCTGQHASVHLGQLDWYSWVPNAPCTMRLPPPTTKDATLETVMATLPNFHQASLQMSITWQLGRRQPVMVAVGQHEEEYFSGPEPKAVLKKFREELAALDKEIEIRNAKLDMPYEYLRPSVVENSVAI
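Hydroperoxide formed from arachidonic acid (50 uM) by purified human 15hLO-1 (40 nM) oxidizes ferrous iron, and the ferric-xylenol orange complex is read at 573 versus 405 nm. Compounds were preincubated 15 min; reaction ran 6 min at room temperature.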
GFP derepression = qHTS Assay for Epigenetic Modulators. mouse C127i GFP locus derepression, cytometry, 30 h. Potency, µM (series often up to 46.1 µM), without a hit: at the highest dose GFP derepression (activation). hit rate 0.09% among 68,000. AID 597, 2007; note: % of control where 0% means no effect
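Read-out is the number of GFP-positive cells, scored as fluorescent objects 20 to 120 um wide, reflecting derepression of a silenced CMV-GFP reporter in murine C127i cells after 30 h compound exposure at 37 C.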
Pol III holo inh = qHTS Assay for Inhibitors of DNA Polymerase III Holoenzyme System | reconstituted DNA polymerase III holoenzyme replication, biochemical | Potency, µM (top dose mostly 57.1 µM), without a hit: top-dose activity change, negative = inhibition | hit rate 0.25% among 71,000 | AID 603, 2007; note: potency is the fitted concentration of half-maximal effect; % is set by controls: 0 for no effect and ±100 for the full control effect
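Reconstituted *E. coli* holoenzyme (0.35 nM Pol III, 1 nM beta, 154 nM SSB, 2 nM primase) was preincubated with compound for 15 min at RT. Synthesis on 1.4 nM ssM13Gori ran 35 min, then was stopped with PicoGreen/EDTA and read as dsDNA fluorescence.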
Texas Red fluor = qHTS Assay for Spectroscopic Profiling in Texas Red Spectral Region. Compound fluorescence, Texas Red channel, 547/618 nm; active compounds read high. AID 587, 2007. hit rate 0.06% among 59,000. max dye-equivalent concentration, M; in the data active = max dye-equivalent concentration above about 10 nM; inconclusive = between about 1.1 nM and that limit
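Pin-transferred compounds and Texas Red standards go into 100 mM Tris buffer, pH 8.0. After 15 min at room temperature, plates are imaged with 547/618 nm filters. Each value is a dye-equivalent concentration derived from the per-plate dye curve.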
An asterisk follows results filed as active; i = inactive; ? = inconclusive; · = no result given; [ ] = another dose, or the depositor's remark. Unless noted, calls come from the whole dose curve; as a rule, active = well fitted curve in the direction sought with a large enough effect; inconclusive = small, poorly fitted or top-dose-only effect, or another doubt; inactive = no such curve, though single readings can be large; an effect the other way counts as inactive or inconclusive. These rows are one share of the data. The share of hits here may be higher or lower than overall.

SMILES | HADH2 inhib | 4-MU autofl | Rhodamine autofl | HBB splice mod | UbGFP stabilizer | Hsp90 Hop PPI | Fluorescein fluor | ALOX15 inhib | GFP derepression | Pol III holo inh | Texas Red fluor
CC(=O)Nc1ccc(NS(=O)(=O)c2cc(C)sc2C)cc1 | 6% | i | i | -0.7% | 2% | ? | i | -7% | 0% | -2% | i
CCOC(=O)N1CCN(c2nc(C)c3c(n2)CC(C)CC3=O)CC1 (stereo unspecified) | -21% | i | i | 1.9%[1.84 µM] | 2% | 2% | i | 5% | 7% | 0% | ?
CCn1c(SCC(=O)c2ccc3c(c2)OCCO3)nnc1-c1ccco1 | 4% | i | i | 2.9% | 0% | -2% | ? | -3% | 0% | -6% | i
CCC1(CC)Cc2ccccc2C(N)=C1C#N | 0% | i | i | 0.1% | 8% | -6% | i | -22% | 0% | 3% | i
CCOCCCN1C(=O)CN(C2CCCCC2)C(=O)C1c1ccc(OC)c(OC)c1 (stereo unspecified) | 5% | i | i | 1.2% | 7% | -1% | i | 11% | 0% | -7% | i
Cc1cc(SCC#N)n2nc(C)c(-c3ccccc3)c2n1 | -2% | i | i | 1.3%[57.5 µM] | 3% | -8% | i | ? | 0% | 3% | i
O=S(=O)(c1ccc(Oc2ccc3oc4ccccc4c3c2)nc1)N1CCCC1 | 0% | i | i | -1.4% | -3% | -5% | ? | -1% | 0% | 2% | i
Cc1ccc2nsnc2c1S(=O)(=O)N1CCN(Cc2ccc3c(c2)OCO3)CC1 | 8% | i | i | -0.5% | 9% | -10% | i | -12% | 0% | -5% | i
CCOC(=O)N1CCN(C(=O)c2cc3c(=O)[nH]c4ccccc4c3s2)CC1 | ? | 3.1e-08M* | i | 1.9% | -12% | -9% | ? | 5% | 6% | -1% | i
N#Cc1ccc(CN2CCC3(CC2)CCN(C(=O)c2cc(C(F)(F)F)cc(C(F)(F)F)c2)CC3)cc1 | 7% | i | i | 2.9% | -2% | -7% | i | -7% | 1%[9.22 µM] | 0% | i
O=C(O)CN(Cc1ccco1)S(=O)(=O)c1ccc(F)cc1 | -28% | i | i | -0.4%[57.5 µM] | -1% | 0% | ? | 7% | 3% | -3% | i
C(=N\C(/N=C/c1ccco1)c1ccco1)/c1ccco1 | ? | ? | i | 3.3% | -1% | -8% | i | -6% | 0% | -3% | i
CCS(=O)(=O)N1CCC(C(=O)NCc2cccc(OC)c2)CC1 | 1% | i | i | -1.1% | -7% | 4% | i | 2% | 3% | 0% | i
COc1ccc(CNS(=O)(=O)c2ccc(OC)cc2)cc1 | 13% | i | i | -2.3% | 6% | -1% | ? | 2% | -7% | 1% | ?
CC(NC(=O)c1cncc(Br)c1)c1ccc(S(N)(=O)=O)cc1 (stereo unspecified) | -15% | i | i | 0.0%[57.5 µM] | 4% | -2% | ? | -16% | 0% | -4% | i
O=C1C2CCCN2C(c2ccc(F)cc2)N1c1cccc(Cl)c1 (stereo unspecified) | 9% | · | · | -0.4% | -3% | 2% | · | 6% | 2% | 2% | ·
Cc1ccc(-c2cc(C(=O)NCCN3CCOCC3)no2)cc1 | 25% | ? | i | 0.0% | 0% | -4% | i | -2% | 0% | 1% | i
Cc1nn(-c2ccccc2)c2sc(C(=O)OCN3C(=O)c4ccccc4C3=O)cc12 | 5% | · | · | -0.6%[9.22 µM] | 22% | -2% | · | 6% | 4% | -5% | ·
Cc1noc(C)c1C(=O)N1CCC2(CC1)CN(c1ccccc1)C2 | 9% | i | i | -0.2% | -6% | 0% | i | -3% | 9%[9.22 µM] | 4% | i
CCNc1ncc2nc(-c3ccccc3)c(=O)n(CCc3ccccc3)c2n1 | 40%[activator] | 8.2e-08M* | i | 1.9% | -2% | 1% | i | 4% | 2%[9.22 µM] | -2% | i
O=C(Cn1cc2c(n1)CCCC2)Nc1ccccc1Br | 3% | · | · | -0.7% | 1% | -4%[2.3 µM] | · | 1% | · | -3% | ·
COc1ccc(CCNC(=O)CCn2c(=O)[nH]c3cc(OC)c(OC)cc3c2=O)cc1OC | 6% | i | i | 5.0% | 15% | -5% | i | 1% | 2% | 1% | i
COc1ccc(/C(O)=C2\C(=O)C(=O)N(CC3CCCO3)C2c2cc(OC)ccc2OC)cc1 (stereo unspecified) | 2% | i | i | 1.3% | 10% | 0% | i | 29% | -3% | -4% | i
Cn1nc(C(=O)N2CCOCC2)c2ccccc2c1=O | 2% | i | i | 1.6% | 3% | -5% | ? | 9% | -2% | -7% | i
COc1ccc(N2CCN(CCNC(=O)c3ccc(NC(=O)C4CCCO4)cc3)CC2)cc1 (stereo unspecified) | 5% | i | i | 1.3% | -8% | -3% | i | -9% | 4% | -4% | i
CC1Cc2ccccc2N1C(=O)COC(=O)c1ccc(S(=O)(=O)N(C)C)cc1 (stereo unspecified) | 12% | i | i | -0.1%[57.5 µM] | -5% | 0% | i | 5% | -1% | -8% | i
CN1CSC2=C(C#N)C(c3cccc(OCc4ccccc4)c3)CC(=O)N2C1 (stereo unspecified) | 1.3µM* | · | · | -1.4% | -3% | -4%[2.3 µM] | · | 5µM* | · | -7% | ·
CC(C)(C)c1ccc(S(=O)(=O)n2c(CN3CCOCC3)nc3ccccc32)cc1 | -7% | i | i | · | 5% | 0% | i | 0% | 3% | -1% | ?
Cc1cc(-c2cc(N)n(-c3ccccc3)n2)c(C)n1C1CCCC1 | 20% | i | i | 0.0% | 2% | -12% | ? | ? | 0% | -7% | i
Cc1ccc2c(=O)c(CN(C)C3CCN(C)CC3)c(C)[nH]c2c1C | · | i | i | · | · | · | ? | · | -2%[20.6 µM] | · | i
CCCOC(=O)c1cccc(NC(=O)c2cccnc2)c1 | 4% | · | · | -1.7% | 13% | -3% | · | 4% | 5% | -9% | ·
O=C(CN1CCC(C(=O)c2ccc(F)cc2)CC1)Nc1ccccc1 | 11% | i | i | -0.6%[57.5 µM] | 2% | 1% | i | -6% | 2% | -3% | i
CC(C)N(Cc1nc(-c2ccccc2)no1)C(=O)C(C)(C)C | 2% | i | i | -0.6% | 5% | 2% | ? | 12% | 0% | 3% | i
CCN(CC(=O)NCc1ccc(F)cc1)C(=O)C1CCN(C(=O)Nc2ccccc2)CC1 | 3% | i | i | 1.0% | 3% | 0% | ? | ? | 2% | 1% | i
Cc1cc(NC(=O)CSc2ccc3c(c2)OCCO3)no1 | -15% | i | i | -0.4%[57.5 µM] | -4% | -1% | i | 10% | 4% | -2% | i
C=CCn1c(=N)c(C(=O)NCCCOC)cc2c(=O)n3cccc(C)c3nc21 | -192% | · | · | -3.1% | -5% | -24% | · | 1.3µM* | 9% | -14% | ·
NCCSc1nc2ccccc2s1 | -10%[11.4 µM] | i | i | 4.9%[9.22 µM] | 1%[9.17 µM] | -2%[11 µM] | ? | -1%[11.4 µM] | 0%[9.22 µM] | 0%[11.4 µM] | ?
Cc1ccc(S(=O)(=O)c2nc(N3CCOCC3)sc2Cl)cc1 | ? | i | i | · | 2% | 1% | ? | ? | -2% | -5% | i
CCC(=O)c1cn(CC(=O)NCc2cccnc2)c2ccccc12 | -7% | i | i | -1.1% | -2% | -2% | i | 2% | -3% | -2% | i
CN1[C@@H]2CC[C@H]1CC(OC(c1ccccc1)c1ccccc1)C2 (stereo partly specified) | 0%[11.4 µM] | i | i | 4.5%[9.22 µM] | -1%[9.17 µM] | -2%[11 µM] | ? | 7%[11.4 µM] | -1%[9.22 µM] | -1%[11.4 µM] | i
CC1=CC(C)C2C(=O)N(CCC[N+](C)(C)C)C(=O)C2C1 (stereo unspecified) | -6% | i | i | · | -4% | -6% | i | 0% | 0% | -4% | i

Looked up by compound from the entries so far (2):
SMILES | HADH2 inhib | 4-MU autofl | Rhodamine autofl | HBB splice mod | UbGFP stabilizer | Hsp90 Hop PPI | Fluorescein fluor | ALOX15 inhib | GFP derepression | Pol III holo inh | Texas Red fluor
CC(C)(C)c1ccc(S(=O)(=O)n2c(CN3CCOCC3)nc3ccccc32)cc1 | -7% | i | i | · | 5% | 0% | i | 0% | 3% | -1% | ?
CCC(=O)c1cn(CC(=O)NCc2cccnc2)c2ccccc12 | -7% | i | i | -1.1% | -2% | -2% | i | 2% | -3% | -2% | i
